# RORgamma inh: ROR gamma (mouse) transcription inhibition. Drosophila S2 Gal4-RORgamma UAS-luciferase reporter, 20 h. Potency, µM (highest dose often 53.6 µM), without a hit: top-dose activity change, negative = inhibition, most hits filed as inhibitors. P51450. actives 5.4% (n = 310,000); also: % is scaled to controls: 0 for no effect and ±100 for the full control effect; nearly all actives have a fitted effect of over 60% in size
# Target sequence (P51450 whole entry, looked up, the tested form may be a part): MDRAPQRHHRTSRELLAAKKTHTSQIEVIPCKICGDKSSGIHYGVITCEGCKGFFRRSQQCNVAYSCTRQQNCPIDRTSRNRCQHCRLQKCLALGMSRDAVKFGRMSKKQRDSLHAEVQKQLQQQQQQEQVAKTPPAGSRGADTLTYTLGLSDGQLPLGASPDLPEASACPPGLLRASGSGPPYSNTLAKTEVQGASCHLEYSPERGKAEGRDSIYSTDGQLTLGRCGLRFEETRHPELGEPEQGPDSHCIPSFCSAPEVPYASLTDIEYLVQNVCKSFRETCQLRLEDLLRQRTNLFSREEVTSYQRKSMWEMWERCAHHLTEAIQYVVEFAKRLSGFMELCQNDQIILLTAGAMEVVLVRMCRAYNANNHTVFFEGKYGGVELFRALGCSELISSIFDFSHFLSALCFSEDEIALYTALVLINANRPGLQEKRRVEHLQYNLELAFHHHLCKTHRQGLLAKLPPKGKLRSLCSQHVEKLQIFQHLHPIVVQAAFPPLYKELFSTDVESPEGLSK
#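 Luminescence from a UAS-regulated Photinus luciferase reporter in stably transfected Drosophila Schneider cells is measured; decreased signal marks ROR gamma inhibition. Fusion expression is induced by 700 uM copper sulfate for 20 hr.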
# uPA surface inh: inhibitors of cell surface uPA generation. actives 0.31% (n = 330,000). Potency, µM (doses to about 38.3 µM), for the others: at the top dose activity change, negative = inhibition, hits mostly inhibitors. AID 540303. cell surface uPA generation assay, qHTS; active = well fitted inhibition curve with a large enough effect; inconclusive = small, poorly fitted or top-dose-only effect; inactive = no such curve, though single readings can be large or run the other way; tested in mouse RAW 264.7 cells; also: % is scaled to controls: 0 for no effect and ±100 for the full control effect; nearly all actives have a fitted effect of over 55% in size
# FLuc counter: inhibits or activates purified firefly luciferase, miR-21 counter-screen. P08659. Potency, µM (titrated, usually from 57.5 µM), inactives show at the top dose activity change, negative = inhibition, actives largely listed as inhibitors. actives 6.9% (n = 360,000). purified FLuc, Km substrates, luminescence inhibition;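 also: plate controls were vehicle for no effect and reference inhibitor for full effect; nearly all actives have a fitted effect of over 55% in size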
# Target sequence (P08659 whole entry, looked up): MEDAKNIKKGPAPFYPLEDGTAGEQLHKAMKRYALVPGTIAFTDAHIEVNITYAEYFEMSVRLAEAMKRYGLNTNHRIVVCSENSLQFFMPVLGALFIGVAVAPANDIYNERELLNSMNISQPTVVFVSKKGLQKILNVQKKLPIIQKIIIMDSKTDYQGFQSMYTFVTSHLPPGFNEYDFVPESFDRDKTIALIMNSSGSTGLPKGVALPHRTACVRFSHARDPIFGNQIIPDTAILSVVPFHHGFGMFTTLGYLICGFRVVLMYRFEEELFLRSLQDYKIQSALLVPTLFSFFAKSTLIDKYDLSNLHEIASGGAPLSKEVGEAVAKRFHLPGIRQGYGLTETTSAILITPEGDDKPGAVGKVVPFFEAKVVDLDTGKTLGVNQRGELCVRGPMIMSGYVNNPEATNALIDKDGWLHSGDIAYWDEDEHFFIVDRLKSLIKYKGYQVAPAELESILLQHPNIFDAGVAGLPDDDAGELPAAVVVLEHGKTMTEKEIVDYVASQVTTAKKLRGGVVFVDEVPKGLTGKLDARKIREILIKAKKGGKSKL
#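 Purified P. pyralis luciferase (10nM final) with 10uM D-luciferin and 10uM ATP (Km levels) in 50mM Tris acetate pH 7.5, 10mM Mg acetate, 0.01% Tween-20, 0.05% BSA; qHTS 6-point titration, ~60 µM downward; luminescence read.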
# NPC1 promoter act: NPC1 promoter activation | AID 485313 | Potency, µM (titrated, usually from 9.22 µM), for the others: top-dose activation, usual class: activators | actives 2.4% (n = 320,000) | Huh7 NPC1 promoter luciferase reporter, 24 h;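 also: % of control where 0% means no effect; nearly all actives have a fitted effect of over 60% in size; reporter is driven by a mutant NPC1 promoter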
#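 Cells: Huh7 expressing luciferase under the NPC1 promoter, 1500/well. Seeded 2 h, compound added, incubated 24 h at 37 °C. Luciferase reagent, 10 min ambient, then luminescence.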
# MBNL1 CUG block: blocks human MBNL1 binding to CUG repeat RNA. TR-FRET MBNL1-His/biotin-(CUG)12 binding, 665/545 ratio. actives 0.036% (n = 280,000). AID 2675. Potency, µM (doses to about 57.5 µM), for inactives: top-dose activity change, negative = inhibition, usual class: inhibitors. Q9NR56; active = well fitted inhibition curve with a large enough effect in the signal ratio, with a control signal flat, not every such curve was filed as active; inconclusive = small, poorly fitted or top-dose-only effect, or effect the other way, or a change in a side signal; inactive = no such curve, though single readings can be large or run the other way; the % refers to the signal ratio; also: % is scaled to controls: 0 for no effect and ±100 for the full control effect
#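 Compounds (final 92 nM to 58 uM) are added to His-tagged MBNL1 and biotin-(CUG)12, then terbium anti-His antibody and streptavidin-XL665 (5 nM final). After 60 min at room temperature, the 665/545 nm ratio is read.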
# Rab9 promoter act: activators of Rab9 promoter; Huh7 Rab9 promoter-luciferase reporter, luminescence, 24 h; Potency, µM (top dose mostly 9.22 µM), for the others: top-dose activation, negative = inhibition, most hits filed as activators; actives 2.8% (n = 320,000); also: % of control where 0% means no effect; nearly all actives have a fitted effect of over 60% in size
#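 Steps: seed 1500 Huh7 Rab9-luc cells per well, rest 2 h at 37 °C; add compound in DMSO; incubate 24 h; add luciferase reagent, 10 min ambient; read luminescence.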
# p53 reactivation: mutant p53 re-activation in reporter cells; H1299 p53-A138V BP100-luciferase reporter, luminescence, 24 h; Potency, µM (series often up to 92.2 µM), for the others: top-dose activity change, positive = activation, usual class: activators; actives 0.063% (n = 320,000); AID 504706; also: % of control where 0% means no effect; nearly all actives have a fitted effect of over 45% in size
#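 H1299 (p53-null), stable ts p53-A138V + BP100-Luc; 1000 cells/well, Opti-MEM/10% FBS; cpd 4 pt, 1:5; 24 h, 37 deg C, 5% CO2; detection reagent 10 min RT; luminescence.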
# ELG1 genotoxic: induces genotoxicity in HEK293T cells with luciferase-tagged ELG1; HEK293T ELG1-luciferase reporter, luminescence, 16 h; Potency, µM (top dose mostly 46 µM), inactives show at the highest dose activity change, positive = activation, usual class: activators; actives 1.3% (n = 330,000); AID 504466; also: % of control where 0% means no effect; nearly all actives have a fitted effect of over 60% in size
#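 Genotoxicity was scored as increased ELG1-luciferase reporter signal, measured by ONE-Glo luminescence (30 min, room temperature). Compound or vehicle exposure of the HEK293T reporter cells lasted 16 hr at 37°C.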
# Gal4-VP16 FLuc: Gal4-VP16 reporter inhibition counter-screen; Drosophila S2 Gal4-VP16 UAS-luciferase, luminescence, 20 h; Potency, µM (titrated, usually from 53.6 µM), inactives show at the top dose activity, negative = inhibition, hits mostly inhibitors; actives 3.5% (n = 310,000); AID 2546;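 also: Gal4-VP16 expression switched on by copper sulfate through the metallothionein promoter; % is scaled to controls: 0 for no effect and ±100 for the full control effect; nearly all actives have a fitted effect of over 50% in size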
# BRCA1 expr act: BRCA1 expression activation | MCF7-BRCA1-FFLuc reporter, luminescence, 48 h; response scale: scaled: vehicle 0%, 10 µM genistein 100% | Potency, µM (titrated, usually from 46.1 µM), for inactives: top-dose activation, most hits filed as activators | actives 1.1% (n = 380,000); also: nearly all actives have a fitted effect of over 80% in size; some results filed as inactive show a strong effect at the top dose
#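 48 h compound treatment of MCF7-BRCA1-FFLuc cells (phenol-red free MEM, 37 °C), then 15 min with luciferase substrate and luminescence imaging.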
# * marks the source's active call; other numbers are inactive results; ? = inconclusive; . = not tested or not shown; & = joins results of further samples; [ ] = remark or other dose. Unless noted, calls follow the shape of the dose curve; as a rule, active = well fitted curve in the direction sought with a large enough effect; inconclusive = small, poorly fitted or top-dose-only effect, or another doubt; inactive = no such curve, though single readings can be large; an effect the other way counts as inactive or inconclusive. Potency is read from the fitted curve at half-maximal effect.
SMILES,RORgamma inh,uPA surface inh,FLuc counter,NPC1 promoter act,MBNL1 CUG block,Rab9 promoter act,p53 reactivation,ELG1 genotoxic,Gal4-VP16 FLuc,BRCA1 expr act
O=C1CN(C(=O)COC(=O)/C=C/c2ccc(S(=O)(=O)N3CCOCC3)cc2)c2ccccc2N1,-23%,-4%,3%,-6%,?,-16%,-1%,-8%,21%,-10%
O=C(CNCC1CCCO1)Nc1ccc([N+](=O)[O-])cc1C(=O)Nc1ccccc1F (stereo unspecified),11%,-1%,1%,0%,?,-1%,4%,-15%,-3%,-5%
CCC(NC(=O)CC[C@H]1O[C@@H](n2cc(C)c(=O)[nH]c2=O)C[C@@H]1O)c1ccccc1 (stereo partly specified),.,7%,.,.,.,.,2%,4%,.,6%
O=C(CCNC(=O)c1ccccc1)Nc1nc2ccccc2s1,.,1%,?,22%,.,23%,?,?,.,28%
CC1=CC2=NC(=O)/C(=C\c3cn(C)c4ccccc34)C(=N)N2O1,-40%,-2%,1%,1%,92%[activator],4%,-5%,5%,-22%,-7%
COc1ccc(C(=O)Nc2ccc(N3CCCC3)cc2)cc1,?,0%,7.6µM*,26%,?,?,4%,?,7%,63%
Cc1ccc(SCC(=O)OCC(=O)NC(C)c2ccc(F)cc2)cc1 (stereo unspecified),.,-1%,-10%,-3%,.,0%,2%,4%,.,-2%
Cc1ccc(S(=O)(=O)N(C)CC(=O)NNC(=O)CCS(=O)(=O)c2ccccc2)cc1,.,16%,.,.,.,.,-2%,2%,.,-3%
O=[N+]([O-])c1ccc(N/N=C/c2ccc[nH]2)cc1,8%,-6%,?,-9%,?,2%,?,11%,-9%,-41%
CCN(Cc1ccccc1)C(=O)CCS(=O)(=O)c1ccc2c(c1)NC(=O)CO2,4%,0%,3%,2%,-4%,1%,-3%,-1%,0%,0%
CCOc1ccc(CCNC(=O)c2nnn(CC(=O)Nc3ccccc3C)c2N)cc1OCC,-20%,3%,0%,-4%,0%,-1%,10%,-2%,0%,-1%
O=S(=O)(Nc1ccccc1Br)c1cccs1,1%,0%,-2%,-2%,-5%,-1%,4%,2%,0%,-51%
COc1cc(OC)c(NC(=O)CCNC(=O)Cn2cnc3ccccc3c2=O)cc1Cl,3%,9%,-12%,-4%,0%,0%,-1%,-1%,1%,1%
O=C(NCc1ccc2c(c1)OCO2)c1cccc([N+](=O)[O-])c1,28%,3%,1%,1%,41%[activator],-2%,-7%,0%,-3%,-26%
COc1ccc(NS(=O)(=O)c2cc(NC(=O)C3CCCCC3)ccc2N2CCOCC2)cc1,?,-1%,-3%,-8%,-1%,-4%,-7%,0%,4%,-25%
COc1ccc(N(CC(=O)NCCc2ccccc2)C(=O)CCC(=O)Nc2nccs2)c(OC)c1,-4%,0%,0%,?,-11%,-1%,0%,-2%,3%,-17%
O=C(Nc1cc([N+](=O)[O-])ccc1O)c1cccc([N+](=O)[O-])c1,36%[1.91 µM],-3%,?,?,21%,?,.,10%,?,90%
Cn1c(=O)c2c(ncn2CC(=O)N(Cc2ccccc2)c2ccccn2)n(C)c1=O,24%,2%,2%,-4%,1%,2%,-14%,?,-2%,-21%
CCOC(=O)C(C#N)C(c1cccnc1)c1c(C)[nH][nH]c1=O (stereo unspecified),-25%,-1%,3%,9%,-6%,0%,-2%,3%,24%,-3%
COc1ccc(OCCNC(=O)/C=C/c2ccccc2)cc1,19%,3%,-6%,-2%,2%,-2%,10%,10%,-11%,-17%
CCn1cc(C(=O)NCCCN2CC(C)CC(C)C2)c(=O)c2cc(S(=O)(=O)N(C)C3CCCCC3)ccc21 (stereo unspecified),1%,5%,0%,-1%,-2%,4%,9%,-4%,3%,-11%
COC(=O)C(Cc1ccc(O)cc1)NC(=O)NC12CC3CC(CC(C3)C1)C2 (stereo unspecified),9%,0%,-2%,1%,-3%,-1%,-21%,-5%,2%,-3%
CCCN(CC1CC1)C(=O)COC(=O)c1oc2ccc(OCC)cc2c1C,.,-4%,-5%,-4%,.,-6%,0%,-2%,.,-29%
CC1(C)C2CCC1(CS(=O)(=O)NCc1ccc(Cl)cc1Cl)C(=O)C2 (stereo unspecified),-21%,9%,-2%,-1%,6%,4%,-4%,-10%,-4%,-32%
Cc1ccc(C(O)(c2ccccc2)c2ccccc2C(C)N(C)C)c(C)c1 (stereo unspecified),-24%,18%,3%,2%,0%,-1%,5%,-6%,-28%,-67%

# Further structures:
SMILES,RORgamma inh,uPA surface inh,FLuc counter,NPC1 promoter act,MBNL1 CUG block,Rab9 promoter act,p53 reactivation,ELG1 genotoxic,Gal4-VP16 FLuc,BRCA1 expr act
COc1ccc(CN2CCCC(CNC(=O)c3ccc(F)cc3)C2)c(C)c1C (stereo unspecified),1%,15%,-1%,-5%,-6%,-5%,-1%,-8%,4%,-14%
CCN1C(=O)CSc2ccc(C(=O)OC)cc21,-35%,-10%,1%,-7%,-7%,-1%,-8%,5%,4%,7%
COc1ccc(C(C)C)cc1S(=O)(=O)N1CCC(C(=O)NCC2CCCO2)CC1 (stereo unspecified),?,-9%,5%,2%,-4%,-3%,-12%,-4%,3%,-5%
Cc1cnc(C(=O)OC(C)C(=O)Nc2ccc3c(c2)OCCO3)cn1 (stereo unspecified),7%,-3%,0%,-1%,1%,18%,?,4%,0%,9%
COc1cc(CNS(=O)(=O)c2ccc3c(c2)CC(C)N3C(C)=O)cc(OC)c1OC (stereo unspecified),29%,-2%,-1%,-4%,1%,-7%,5%,-1%[9.26 µM],22µM*,0%
Cc1ccc(F)c(NC(=O)/C(C#N)=C(\O)c2ccc(C(C)(C)C)cc2)c1,?,5%,12µM*,8%,-1%,5%,22%,6%,-4%,8%
COc1ccc(CCNC(=O)C2CC(c3ccc([N+](=O)[O-])cc3)=NO2)cc1 (stereo unspecified),33%,4%,?,25%,?,22%,?,8%,23%,?
COc1ccc(NC2CCCN(C(=O)CN3C(=O)c4ccccc4C3=O)C2)cc1OC (stereo unspecified),22%,-1%,0%,-3%,?,1%,6%,-4%,-20%,-1%
O=C(Cn1c(=O)n2ncnc2c2c3c(sc21)CCCC3)c1ccccc1,38%,.,-2%,-5%,3%,-5%,6%,-2%,23%,-17%
COc1ccccc1-c1nc(SCC(=O)Nc2ccccc2F)n[nH]1,-17%,-3%,3%,-1%,-4%,4%,-3%,-1%,16%,-38%
CC(C)NC(=O)C(=O)NCc1ccccn1,30%,4%,-1%,-4%,-3%,3%,5%,0%,-2%,71%
Cc1ccc(C)c(N2C(=O)CS/C2=N\NC(=O)c2ccccc2Cl)c1,?,-12%,-1%,8%,-1%,0%,-1%,18%,3%,-9%
O=C(NCc1ccc2c(c1)OCO2)c1cc(-c2ccncc2)nc2ccccc12,25%,-2%,?,0%,14%,1%,-4%,-6%,-7%,-4%
COc1cc(CCC(=O)OCc2ccccc2C#N)cc(OC)c1OC,12%,1%,-1%,-7%,-4%,-1%,-1%,3%,2%,13%
COc1ccc(-c2cc(C(=O)NC3CCCC3)c3ccccc3n2)cc1,?,-27%,6.7µM*,14%,23%,6%,.,-3%,12%,49%
CSc1cccc(NC(=O)c2cc(S(=O)(=O)N3CCCC3)cn2C)c1,96%,7%,-11%,-11%,-6%,4%,.,-2%,3%,-8%
Cc1nc(OCc2ccccc2)c2ccccc2n1,?,-6%,2%,-2%,-8%,-5%,1%,-8%,?,-55%
COC(=O)c1ccsc1NC(=O)CN1CCN(c2ccc(F)cc2)CC1,-1%,10%,3%[2.3 µM],-1%,10%,-1%,-9%,-11%,-17%,-24%
CCS(=O)(=O)N1CCN(C(=O)C(c2ccccc2)c2ccccc2)CC1,8%,1%,1%,3%,11%,3%,-2%,2%,11%,-1%[1.84 µM]
O=C(O)C1CCN(c2nc(-c3ccccc3)nc3c2oc2ccccc23)CC1,-3%,-8%,-18%,-3%,-14%,6%,8%,-6%,-3%,13%
CC(=O)N1CC=C2C(C#N)=C(N)C(C#N)(C#N)[C@H](c3ccoc3)[C@H]2C1,-21%,.,3%,-1%,11%,0%,0%,-1%,-4%,4%
O=C(CCc1nc(-c2ccccc2)no1)Nc1cc(C(F)(F)F)ccc1Cl,-30%,7%,-14%,-2%,3%,13%,3%,-4%,-8%,-15%
CCOC(=O)C(c1ccccc1)C(Nc1cc(C(F)(F)F)cc(C(F)(F)F)c1)c1ccccn1 (stereo unspecified),-6%,8%,0%,2%,-4%,1%,1%,5%,-6%,-16%
COc1ccc(-c2noc(N3CCCC(C(=O)Nc4ccccc4F)C3)n2)cc1 (stereo unspecified),-12%,3%,-4%,15%,2%,?,17%,1%,5%,23%
Cc1ccc2[nH]c3c(=O)n(CC(=O)NCCc4ccc(Cl)cc4)ncc3c2c1,-8%,6%,1%&1%,-2%,5%,-11%,0%,-3%[9.26 µM],-4%,-8%
O=S(=O)(c1cccc(-c2nnc3n2CCCCC3)c1)N1CCCC1,-12%,-5%,0%,-7%,-1%,-1%,-2%,1%,3%,7%

# Screening results: PubChem, National Center for Advancing Translational Sciences (NCATS)
